HPDE-C7 viability – cytotoxicity in HPDE-C7 cells, cell-based, fluorescence, HTS (AID 430); HPDE-C7 pancreatic duct cells viability, fluorescence; higher % means a stronger effect; one-dose cytotoxicity, % at 10 µM; EC50 in µM for titrated hits; actives 1.8% (n = 63,000);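 note: cells exposed to compound for 48 hours before viability readout; 0% = vehicle and 100% = reference cytotoxic drug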
TNAP inhibition – human TNAP enzyme inhibitors, biochemical, luminescent (AID 518) | Alkaline phosphatase, tissue-nonspecific isozyme (Homo sapiens) | purified TNAP enzyme, luminescent substrate readout; higher % means a stronger effect | one-dose inhibition, % at 20 µM; IC50 in µM for titrated hits | actives 0.09% (n = 64,000); in the data active = a potency from the dose series; inactive = the rest, 99 in 100 with inhibition below about 22%;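 note: plate controls were vehicle for no effect and reference inhibitor for full effect; many of its hits are not listed in these tables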
LYP phosphatase – LYP phosphatase inhibitors, primary screen, biochemical, DiFMUP fluorescence, recombinant catalytic domain, 10 µM (AID 606). Tyrosine-protein phosphatase non-receptor type 22 (Homo sapiens). recombinant LYP catalytic domain, DiFMUP fluorescence; higher % means a stronger effect. one-dose inhibition, % at 10 µM; IC50 in µM for titrated hits. 52,000 tested, under 10 active;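 active = IC50 under 40 µM in the dose-response test; inactive = IC50 of 40 µM or more, or never dose-tested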
Bfl-1 displacement – Bfl-1 inhibitors, primary screen, biochemical, fluorescence polarization, FITC-Bid, mouse (AID 432) | actives 0.02% (n = 64,000) | Bcl-2-related protein A1 (Mus musculus) | one-dose displacement, % at 20 µM; IC50 in µM for titrated hits | FITC-Bid BH3 peptide fluorescence polarization displacement; higher % means a stronger effect; in the data active = a potency from the dose series; inactive = the rest, 99 in 100 with displacement below about 15%; note: strong numbers were not always called active
DPM-DC inhibit – S. pneumoniae DPM-DC inhibitors, primary screen, biochemical, PK/LDH-coupled NADH fluorescence; diphosphomevalonate decarboxylase (Streptococcus pneumoniae D39); purified DPM-DC; calls only at 10 µM; actives 0.49% (n = 65,000); AID 556, 2006;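 active = the 320 compounds with the highest percent inhibition in the single-dose primary screen, excluding strongly autofluorescent ones, cut at about 32% in these data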;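 note: kinetic rate of NADH fluorescence loss reporting ADP formed by the decarboxylase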
HPDE-C7K KRASV12 – cytotoxicity in KRAS-transformed pancreatic duct cells, primary screen, cell-based, fluorescence, HTS (AID 431); cytotoxicity, % at 10 µM; hits with a dose series show EC50 in µM; HPDE-C7K KRASV12 cells, Alamar Blue viability, 48 h; higher % means a stronger effect; actives 1.7% (n = 63,000);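 active = compounds whose percent cytotoxicity in the single-dose primary screen, scaled between solvent and toxic-drug controls, exceeds 50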;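 note: 0% = DMSO solvent wells and 100% = doxorubicin-treated wells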
HT1080 cytotoxicity – cytotoxicity in HT1080 fibrosarcoma cells, cell-based, fluorescence readout (AID 620). actives 0.42% (n = 87,000). HT1080 viability, fluorescence; higher % means a stronger effect. cytotoxicity, % at 10 µM, or EC50 in µM where a hit was titrated;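 note: cells exposed to compound overnight then 4 h with Alamar Blue; 0% = vehicle DMSO and 100% = killing control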
Spn PMK inh – S. pneumoniae PMK inhibitors, primary screen, biochemical, mevalonate pathway, pilot trial included; phosphomevalonate kinase (Streptococcus pneumoniae D39); purified PMK, PK/LDH-coupled NADH absorbance 340 nm; inhibition, % at 10 µM; actives 0.49% (n = 65,000); AID 539, 2006;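 active = top-ranked compounds by inhibition in the single 10 µM screen, taking a fixed number of the strongest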;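 note: 0% = full reaction with DMSO carrier and 100% = background rate without enzyme reaction; no value below 0 was filed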
MK inhibit – S. pneumoniae MK inhibitors, primary screen, biochemical, PK/LDH-coupled NADH absorbance; AID 555, 2006; actives 0.48% (n = 65,000); inhibition, % at 10 µM; purified MK, PK/LDH-coupled NADH absorbance 340 nm;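 active = ranked among the strongest by inhibition in the single 10 µM screen, a fixed top-ranked set picked for dose follow-up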; note: no value below 0 was filed
Spn PMK inh pilot replicates – recorded beside Spn PMK inh, whose call it bears; inhibition, %; measured here: pilot screen replicates
MK inhibit pilot replicates – further read-out of MK inhibit, marked with its call; inhibition, %; measured here: pilot screen replicates
DPM-DC inhibit pilot screen % – second read-out of DPM-DC inhibit, no call of its own (marks repeat the call); inhibition, %; measured here: pilot screen trials
* hit, by the source's call; i = inactive; · = not tested or not shown. Cut-off read from the data, not from the text of the source, unless noted: active = cytotoxicity above about 50%; inactive = the rest.

SMILES	HPDE-C7 viability	TNAP inhibition	LYP phosphatase	Bfl-1 displacement	DPM-DC inhibit	HPDE-C7K KRASV12	HT1080 cytotoxicity	Spn PMK inh	MK inhibit	others
CCCNC(=O)CS(=O)Cc1nc(-c2cccc(OC)c2)oc1C (stereo not given)	-3%	4%	10%	-11%	i	7%	-3%	3	4
COc1cc(-n2c(C)nc3cc(C(=O)N4CCOCC4)ccc32)cc(OC)c1OC	·	·	·	·	i	·	0%	18	0
C=CCSc1nc2c(c(=O)[nH]c(=O)n2C)n1CC	11%	18%	10%	-4%	i	14%	4%	21	0	Spn PMK inh pilot replicates=3.0;MK inhibit pilot replicates=0.0;DPM-DC inhibit pilot screen %=1.0
CNS(=O)(=O)c1cccc2nsnc12	-2%	12%	·	-3%	i	-3%	2%	6	9
Cc1c(NC(=O)c2ccc3c(c2)OCO3)cccc1-c1nc2ccccc2o1	-10%	6%	0%	-9%	i	-4%	3%	11	4
CC1CCc2cc(F)ccc2N1C(=O)c1ccc2c(c1)OCO2 (stereo not given)	-14%	5%	5%	-2%	i	-33%	6%	3	4
Cc1nc(NS(=O)(=O)c2cccs2)c2c3c(sc2n1)CCC3	6%	14%	11%	8%	i	11%	4%	17	0
COc1ccc(OC)c(NC(=O)C2CC(C)=C(C)CC2C(=O)O)c1 (stereo not given)	5%	11%	4%	-1%	i	-4%	-1%	1	3
Cc1ccc(CSc2nnnn2C)cc1	-8%	-2%	·	5%	i	-8%	0%	14	2
Cc1nn(C)c(C)c1CN(C)C(=O)c1cnn2c1NC(c1ccccc1)CC2C(F)(F)F (stereo not given)	-1%	-10%	·	4%	i	-2%	-15%	5	3
CCCCOc1ccccc1P(=O)(O)CP(=O)(c1ccccc1)c1ccccc1	2%	8%	13%	14%	i	12%	2%	7	1
CCOC(=O)N1CCN(C(=O)C2CCN(S(=O)(=O)c3cc(Cl)ccc3Cl)CC2)CC1	-8%	16%	-1%	-8%	i	-9%	3%	6	2
COC(=O)Nc1ccc(NC(C)=O)cc1	-16%	6%	-5%	2%	i	-8%	-2%	2	2	Spn PMK inh pilot replicates=0.0;MK inhibit pilot replicates=1.5;DPM-DC inhibit pilot screen %=1.0
On1c(-c2ccco2)nc2c1CCc1nonc1-2	5%	4%	-8%	-1%	i	-4%	-4%	0	16
COc1ccc(-n2nc(C(=O)Nc3ccc4c(c3)OCO4)c3ccccc3c2=O)cc1	6%	15%	4%	-4%	i	15%	-6%	9	0
CCCNC(=O)Nc1cc(C)on1	-6%	-1%	8%	-16%	i	-5%	-4%	13	0
COc1cccc(OC)c1C(=O)Nc1ccc(N2CCN(S(C)(=O)=O)CC2)cc1	-9%	12%	·	-3%	i	6%	5%	21	11
N#Cc1cccc(NC(=O)c2nc(-c3ccccc3)n(-c3ccccc3)n2)c1	-7%	10%	20%	0%	i	4%	-1%	18	3
COc1cccc(NC(=O)N2CCN(Cc3nc4ccccc4c(=O)[nH]3)CC2)c1	-37%	9%	·	0%	i	-20%	4%	3	5
O=c1[nH]c(C2CCCN(S(=O)(=O)c3ccc(F)cc3)C2)nc2c1nnn2Cc1ccccc1 (stereo not given)	-1%	8%	2%	2%	i	0%	-9%	7	1
NS(=O)(=O)c1ccc(CCNC2CC(=O)N(Cc3ccccc3)C2=O)cc1 (stereo not given)	-17%	8%	-5%	1%	i	-15%	5%	11	9
CCOC(=O)c1cnc(Nc2nc3ccccc3o2)nc1CSc1nnc(C)s1	·	·	11%	·	i	·	-1%	6	22
CC12CN3CC(C)(CN(C1)C3c1ccc(Br)cc1O)C2 (stereo not given)	7%	10%	·	0%	i	8%	-2%	7	0
CCOC(=O)C(C)Oc1cccc2c(=O)n(CC(=O)N3CCN(C(=O)OCC)CC3)ccc12 (stereo not given)	-8%	-6%	5%	2%	i	-17%	·	0	6
COc1ccc(N2CCN(c3ccc(NC(=O)C4CCCCC4)cc3C#N)CC2)cc1	-1%	8%	-8%	-5%	i	16%	14%	8	1	Spn PMK inh pilot replicates=0.0;MK inhibit pilot replicates=0.0;DPM-DC inhibit pilot screen %=11
More entries.
SMILES	HPDE-C7 viability	TNAP inhibition	LYP phosphatase	Bfl-1 displacement	DPM-DC inhibit	HPDE-C7K KRASV12	HT1080 cytotoxicity	Spn PMK inh	MK inhibit	others
COc1ccc(S(=O)(=O)Nc2ccccc2C(=O)NC(C)C)cc1OC	8%	2%	11%	6%	i	9%	-10%	0	11
CCN(C(=O)c1cc2cc(OC)ccc2oc1=O)c1ccccc1	8%	12%	4%	-3%	i	4%	3%	10	7
Cc1cc(=O)n2nc(N3CCC(C(=O)N4CCN(C)CC4)CC3)sc2n1	·	10%	-3%	-5%	i	·	0%	20	0
O=C(O)CSc1nc2ccccc2o1	·	5%	·	-2%	i	·	0%	13	4
Cc1cc(C)n(-c2nc3nonc3nc2-n2nc(C)cc2C)n1	-6%	4%	-27%	4%	i	-2%	14%	13	6	Spn PMK inh pilot replicates=2.5;MK inhibit pilot replicates=0.0;DPM-DC inhibit pilot screen %=4.5
C=CCn1c(SCC(=O)NCc2ccco2)nc2sc3c(c2c1=O)CCCCC3	3%	9%	6%	1%	i	6%	2%	5	3
COC(=O)C1=C(C)N(C)C(=O)NC1c1cc(Cl)cc(Cl)c1OC (stereo not given)	2%	10%	-5%	-2%	i	-3%	5%	0	6
CCN(CC)c1ccc(/C=N/n2c(C)cc(C)cc2=O)cc1	·	8%	5%	-5%	i	·	-8%	18	7
CCCCOC(=O)N1CCOCCOCCN(C(=O)OCCCC)CCOCCOCC1	-12%	8%	·	-7%	i	7%	13%	11	8
c1ccc(-c2cnnc(SCc3cn4cccnc4n3)n2)cc1	8%	12%	6%	-2%	i	20%	4%	9	9
c1cncc(CSc2nnc(-c3cccnc3)n2Cc2ccco2)c1	-7%	3%	·	5%	i	-9%	0%	7	2
COC(=O)C1=C(N)Oc2cc(C)[nH]c(=O)c2C1c1ccncc1 (stereo not given)	3%	18%	1%	-4%	i	9%	2%	0	10	Spn PMK inh pilot replicates=4.0;MK inhibit pilot replicates=1.0;DPM-DC inhibit pilot screen %=2.0
CCOC(=O)c1ccccc1NC(=O)CC(C)CC(=O)O (stereo not given)	-6%	6%	·	8%	i	4%	17%	9	0
CC(C)c1ccc(-c2nc(N3CCOCC3)[nH]c(=O)c2C#N)cc1	9%	10%	-2%	0%	i	0%	4%	2	10	Spn PMK inh pilot replicates=6.5;MK inhibit pilot replicates=0.5;DPM-DC inhibit pilot screen %=0.0
Cn1cccc1Cc1nnc(SCC(=O)Nc2ccc3c(c2)OCO3)n1-c1ccc(F)cc1	19%	-3%	-2%	-7%	i	10%	3%	9	10
COc1ccc(N(CC(=O)N2CCCCC2)S(=O)(=O)c2ccccc2)c(OC)c1	-2%	6%	16%	0%	i	1%	4%	4	2	Spn PMK inh pilot replicates=2.0;MK inhibit pilot replicates=3.5;DPM-DC inhibit pilot screen %=0.0
O=C(Nc1ccccc1Cl)N1CCN(c2ccc3nnc(-c4ccc(F)cc4)n3n2)CC1	18%	9%	-9%	-4%	i	20%	11%	6	4
CCN(CC)S(=O)(=O)c1ccc(C(=O)N2CCN=C2SC)cc1	-1%	2%	-4%	2%	i	5%	2%	0	8
CC(NC(=O)c1cccs1)c1ccc2c(c1)OCO2 (stereo not given)	-2%	5%	8%	1%	i	-4%	-1%	0	8
Cc1csc(NC(=O)C2CCCN(S(=O)(=O)c3cnc[nH]3)C2)n1 (stereo not given)	7%	9%	12%	-2%	i	7%	-7%	7	5
c1ccc(-c2cc3c(-n4cccc4)ncnc3o2)cc1	-5%	13%	11%	-3%	i	-6%	3%	5	1
CCc1nnc(NC(=O)CSc2nnc(Cc3ccc(OC)cc3)o2)s1	1%	4%	·	-2%	i	4%	2%	17	9
Cn1c(SCC(=O)N2CCOCC2)nnc1-c1cccc(NC(=O)c2ccccc2)c1	-18%	11%	6%	-1%	i	-4%	36%	5	4
C[C@]12CC[C@@H]3c4ccc(O)cc4C(=O)C[C@H]3[C@@H]1CC[C@@H]2O	5%	15%	26%	-4%	i	-6%	-2%	0	7	Spn PMK inh pilot replicates=3.0;MK inhibit pilot replicates=4.0;DPM-DC inhibit pilot screen %=0.0
COc1ccc(C(=O)NCc2cn3cccc(C)c3n2)cc1OC	17%	2%	1%	4%	i	16%	·	20	3
New compounds follow.
SMILES	HPDE-C7 viability	TNAP inhibition	LYP phosphatase	Bfl-1 displacement	DPM-DC inhibit	HPDE-C7K KRASV12	HT1080 cytotoxicity	Spn PMK inh	MK inhibit	others
C=CCN(C(=O)Cn1c(C(=O)OC)cc2oc(C)cc21)c1ccccc1	2%	-4%	-2%	2%	i	3%	5%	8	7
CCOc1cc(C(=O)NC)cc(OCC)c1OCC	4%	9%	·	-4%	i	-9%	7%	9	3
CC(=O)c1cccc(S(=O)(=O)N2CCC(n3nnc4cc(F)ccc43)CC2)c1	-10%	8%	9%	-14%	i	-8%	-8%	12	8	Spn PMK inh pilot replicates=1.5;MK inhibit pilot replicates=0.0;DPM-DC inhibit pilot screen %=1.5
Cc1cc(-c2ccc(F)cc2)nc2cc(C(N)=O)nn12	-12%	10%	8%	2%	i	12%	14%	4	6	Spn PMK inh pilot replicates=1.0;MK inhibit pilot replicates=0.0;DPM-DC inhibit pilot screen %=26
Cc1ccc(-n2nc(C)c3cc(C(=O)O)sc32)cc1	-21%	9%	14%	0%	i	7%	-1%	0	7	Spn PMK inh pilot replicates=5.0;MK inhibit pilot replicates=4.0;DPM-DC inhibit pilot screen %=3.5
C=CCc1cc(/C=N/n2cnnc2)cc(OCC)c1O	0%	4%	8%	9%	i	-10%	-7%	4	0
O=C(O)CC(C(=O)O)c1cn(Cc2ccccc2)c2ccccc12 (stereo not given)	-7%	2%	5%	9%	i	1%	-5%	14	0
Cc1nonc1NC(=O)CSc1nc2cc(Cl)ccc2c2c1CCCC2	40%	10%	1%	-13%	i	36%	-3%	12	0
COc1ccc(CCNC(=O)CCN2C(=O)COc3ccccc32)cc1OC	-24%	14%	3%	-17%	i	-12%	3%	11	0
CCN(CC)S(=O)(=O)c1ccc2[nH]cc(C(=O)NCCc3ccc(OC)c(OC)c3)c(=O)c2c1	4%	6%	7%	0%	i	10%	3%	23	0
COC(=O)[C@H](CCSC)NC(=O)N1CCN(c2cccc(C(F)(F)F)c2)CC1	-9%	10%	·	-1%	i	-4%	-1%	6	9

Reprinted from the listing for reference:
SMILES	HPDE-C7 viability	TNAP inhibition	LYP phosphatase	Bfl-1 displacement	DPM-DC inhibit	HPDE-C7K KRASV12	HT1080 cytotoxicity	Spn PMK inh	MK inhibit	others
C=CCN(C(=O)Cn1c(C(=O)OC)cc2oc(C)cc21)c1ccccc1	2%	-4%	-2%	2%	i	3%	5%	8	7
CCOc1cc(C(=O)NC)cc(OCC)c1OCC	4%	9%	·	-4%	i	-9%	7%	9	3
